Screens from PubChem.
PAD4 inh: inhibitors of human PAD4; Q9UM07; recombinant PAD4, RCA probe fluorescence polarization; inhibition, % at 6.36 µM; 0.41% of 330,000 active;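 active means percent inhibition above a cutoff equal to the mean of all tested compounds plus 3 SD, cut at about 15% in these data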;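 further: 0% = PAD4 with RCA probe and DMSO and 100% = probe without PAD4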
PAFAH1B3 inh: inhibitors of human PAFAH1B3; AID 492972; inhibition, % at 3.39 µM; 0.28% of 340,000 active; Q15102; recombinant PAFAH1B3, FP-rhodamine probe, fluorescence polarization;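 active means inhibition above the screen-wide average of all tested compounds plus 3 SD, cut at about 25% in these data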;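 further: 0% = enzyme with DMSO only and 100% = wells lacking PAFAH1B3 protein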
LYPLA1 counter: blocks human lysophospholipase 1, a PME1 counter-screen; O75608; 0.16% of 320,000 active; inhibition, % at 5.9 µM; recombinant LYPLA1, FP-Rh probe fluorescence polarization;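 active means inhibition above the mean of all tested compounds plus 3 SD, set per campaign, cut at about 14% in these data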;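 further: inhibitors block serine hydrolase probe labeling of LYPLA1 so polarization falls; 0% = enzyme with DMSO and 100% = wells lacking LYPLA1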
LYPLA2 counter: LYPLA2 (human) inhibition in PME1 counter-screen. recombinant LYPLA2, FP-Rh probe fluorescence polarization. inhibition, % at 5.9 µM. 0.38% of 320,000 active. AID 2177;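 active means inhibition above the screen-wide mean plus 3 SD, limit set per campaign, cut at about 26% in these data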;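 further: 0% = LYPLA2 with DMSO and 100% = wells lacking LYPLA2 enzyme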
PREPL inh: inhibitors of human prolyl oligopeptidase-like enzyme PREPL; recombinant PREPL, fluorescence polarization activity-based probe; inhibition, % at 5.96 µM; Q4J6C6; 0.68% of 320,000 active; in the data active means inhibition above about 43%;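 further: 0% = enzyme with DMSO and 100% = wells lacking enzyme; many of its hits are not listed in these tables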
PME-1 primary: blocks human protein phosphatase methylesterase 1; AID 2130; 0.53% of 320,000 active; recombinant PME-1, FP-Rh probe fluorescence polarization; Q9Y570; inhibition, % at 5.9 µM;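 active means inhibition above the campaign mean of all compounds plus 3 SD, cut at about 26% in these data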;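 further: competitive labeling of PME-1 active site by serine hydrolase directed probe; 0% = PME-1 with DMSO and 100% = wells lacking PME-1 enzyme; inhibitors block probe labeling so polarization falls and inhibition rises; many of its hits are not listed in these tables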
pPAFAH inh: pPAFAH (human) enzyme inhibition; inhibition, % at 3.39 µM; 1.5% of 330,000 active; Q13093; recombinant pPAFAH, FP-rhodamine probe fluorescence polarization;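 active means inhibition above the mean inhibition across the screen plus 3 SD, cut at about 25% in these data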;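 further: inhibitors block binding of the rhodamine activity-based probe so polarization drops; 0% = enzyme with DMSO and 100% = wells lacking pPAFAH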
Target sequence (Q13093 whole entry, looked up): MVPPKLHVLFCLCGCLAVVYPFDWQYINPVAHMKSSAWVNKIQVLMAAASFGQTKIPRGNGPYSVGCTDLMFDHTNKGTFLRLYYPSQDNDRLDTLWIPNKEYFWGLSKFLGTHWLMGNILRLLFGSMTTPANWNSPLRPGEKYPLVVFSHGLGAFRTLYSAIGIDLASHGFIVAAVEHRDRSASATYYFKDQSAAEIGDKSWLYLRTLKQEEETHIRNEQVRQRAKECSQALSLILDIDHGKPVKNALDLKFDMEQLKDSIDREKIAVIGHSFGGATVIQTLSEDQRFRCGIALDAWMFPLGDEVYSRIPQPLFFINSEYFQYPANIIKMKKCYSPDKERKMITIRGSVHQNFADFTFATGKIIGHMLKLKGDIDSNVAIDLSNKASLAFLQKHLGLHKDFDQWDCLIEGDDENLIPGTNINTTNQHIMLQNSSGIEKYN
PAFAH1B2 FP inh: inhibitors of human PAFAH1B2 | P68402 | recombinant PAFAH1B2, FP-rhodamine activity probe, fluorescence polarization | inhibition, % at 3.39 µM | 1.2% of 340,000 active | AID 492953;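 active means inhibition above the mean of all tested compounds plus 3 SD, cut at about 24% in these data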;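 further: 0% = enzyme with DMSO and 100% = wells lacking PAFAH1B2; many of its hits are not listed in these tables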
Target sequence (P68402 whole entry, looked up): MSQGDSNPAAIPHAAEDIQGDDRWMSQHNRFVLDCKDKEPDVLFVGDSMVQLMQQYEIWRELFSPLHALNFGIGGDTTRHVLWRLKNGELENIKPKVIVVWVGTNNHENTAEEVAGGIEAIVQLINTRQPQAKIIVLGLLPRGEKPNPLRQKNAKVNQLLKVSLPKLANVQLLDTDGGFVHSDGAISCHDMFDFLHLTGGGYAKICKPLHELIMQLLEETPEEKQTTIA
GSTO1 inh: GSTO1 inhibition, counter-screen for RBBP9 inhibitors; inhibition, % at 5.96 µM; AID 1974; recombinant GSTO1, activity-based probe fluorescence polarization; P78417; 1.1% of 300,000 active;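 active means inhibition above the campaign mean inhibition plus 3 SD, cut at about 35% in these data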;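 further: 0% = GSTO1-1 with DMSO and 100% = wells lacking GSTO1-1 enzyme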
Target sequence (P78417 whole entry, looked up): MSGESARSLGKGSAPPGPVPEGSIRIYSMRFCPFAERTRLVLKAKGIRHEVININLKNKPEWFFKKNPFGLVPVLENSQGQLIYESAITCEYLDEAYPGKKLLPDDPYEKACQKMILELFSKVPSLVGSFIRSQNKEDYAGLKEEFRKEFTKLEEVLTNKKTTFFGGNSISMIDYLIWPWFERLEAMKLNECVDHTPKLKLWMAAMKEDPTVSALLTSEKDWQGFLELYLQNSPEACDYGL
Starred values were filed as active, the others as inactive; nt = not tested or not shown.

smiles,PAD4 inh,PAFAH1B3 inh,LYPLA1 counter,LYPLA2 counter,PREPL inh,PME-1 primary,pPAFAH inh,PAFAH1B2 FP inh,GSTO1 inh
CCC1(CC)C(=O)NC(=O)NC1=Nc1ccccc1,-2,5,-4,-5,18,3,3,-3,-3
Cc1ccc(/C=C2\SC(=S)N(CCC(=O)N3CCCCC3)C2=O)cc1,-4,11,-4,-5,14,-7,-5,-2,9
Cc1ccc(C(=O)NC2CC(C)(C)NC(C)(C)C2)cc1Cl,-4,5,-2,-6,-11,2,1,5,5
COC(=O)CN(C)C(=O)c1cccc(OC2CCN(S(=O)(=O)N(C)C)CC2)c1,2,9,0,6,9,1,-2,5,-3
COc1ccc(NC(=S)Nc2cccc(S(=O)(=O)N3CCCCC3)c2)cc1,-4,-7,-4,-8,13,6,-2,-2,-5
CCc1cccc(C)c1NC(=O)COC(=O)C1CCN(S(=O)(=O)c2ccccc2)CC1,5,6,1,0,5,4,10,3,-4
COc1cccc(/C=N/Nc2nn3cnnc3c3ccccc23)c1,1,15,0,-4,12,-16,5,6,-18
CCCCCOCC(O)CCC(=O)NN (configuration not stated),1,14,-1,-4,18,-5,-5,0,0
CC(C)c1onc(C(=O)Nc2cccnc2Cl)c1[N+](=O)[O-],-2,8,-3,1,-8,1,3,-1,9
Cc1cc2ncc(S(C)(=O)=O)c(N)n2n1,0,7,-1,3,17,-5,-2,5,1
COc1ccc(S(=O)(=O)N2CCN(c3ccccc3)CC2)cc1,-2,2,0,0,-75,5,2,0,1
COc1ccccc1N1CCN(CCc2n[nH]c(=S)n2-c2ccccc2)CC1,-2,4,1,5,3,5,1,1,2
CCOC(=O)c1cnn(-c2nc(SC)nc3sc4c(c23)CCCC4)c1N,-2,0,-4,-1,19,6,6,-3,10
COc1ccccc1NS(=O)(=O)c1cc(NC(=O)C2=NNC(=O)CC2)ccc1C,-7,4,-5,1,-7,0,2,1,nt
CCOC(=O)c1c(NC(=O)COC(=O)/C=C/c2ccccc2)sc(C(=O)NC)c1C,-2,-3,-5,-2,4,3,1,3,nt
CCO[C@H]1OC(C(N)=O)=C[C@@H](c2ccc(Br)cc2)[C@@H]1CCCO,-1,10,3,-3,1,-6,-5,-2,2
Cc1ccc(CN2CCN(Cc3ccc(C)s3)CC2CCO)cc1 (configuration not stated),-2,9,1,10,-1,-2,-1,1,8
O=C1CCCC/C1=C/NCc1ccccc1,-2,3,1,2,1,-2,1,4,2
COc1ccc(-c2nc(-c3ccc(C(=O)O)cc3)no2)cc1,4,17,-2,-3,-10,-4,3,2,-4
CCOC(=O)c1oc2ccc(Br)cc2c1CSc1nnc(C)s1,-2,6,1,5,-9,6,3,4,-6
CC(C)Cc1nc(SCC(=O)N2CCCC2)c2c(=O)n(C)c(=O)n(C)c2n1,3,-1,-2,-2,24,2,2,0,1
O=C(COC(=O)c1cc(Br)ccc1O)NNC(=O)c1cccs1,5,-4,-1,2,-4,-4,2,4,nt
NS(=O)(=O)c1cccc(NC(=O)CCC(=O)c2cccs2)c1,0,-1,1,-3,-2,3,0,5,-1
COc1ccc(NC(=S)NCCc2ccccc2)c(C)c1,-3,1,-1,2,-1,3,3,5,1
COc1ccc(CCN(C)C(=S)Nc2cccc(C)c2)cc1OC,1,5,-3,1,-1,3,0,4,7
COc1cc(C)ccc1NC(=O)c1ccc(S(=O)(=O)N2CCOCC2)cc1,0,-3,-3,7,12,-5,1,3,12
Cn1c(CC(=O)Nc2ccccc2)nnc1SCC(=O)Nc1ccc(N2CCOCC2)cc1,4,3,-5,-13,-1,-1,2,-3,2
CC(=O)Nc1cccc(/C(C)=N/N2C(C)CCCC2C)c1 (configuration not stated),1,1,0,0,3,1,0,-2,5
CCCCCCc1nc2ccccc2c(=O)n1NC(=O)c1c(O)c2c(n(CC(C)C)c1=O)CCCC2,1,9,-4,-6,-13,-3,-4,1,1
CCN(CC)c1ccc(C=C2C(=O)OC(c3ccccc3)OC2=O)cc1 (configuration not stated),-6,-19,-4,-7,-13,-5,-4,-12,3
Cc1occc1-c1nnc(SCC(=O)Nc2ccccc2)n1CCc1ccccc1,0,8,-3,0,2,2,7,6,1
C[C@H](CO)N1C[C@H](C)[C@@H](CN(C)S(=O)(=O)c2cccs2)Oc2ccc(NS(=O)(=O)c3ccc(F)cc3)cc2C1=O,2,5,nt,nt,11,nt,13,11,nt
O=C(CSc1ccc(F)cc1)Nc1ccccc1N1CCOCC1,-7,13,0,-4,14,0,1,26*,-4
CCOC(=O)c1cc(-c2ccccc2)n(CCC(=O)NC(C)CC)c1C (configuration not stated),-2,11,0,2,11,2,8,3,0
O=C(Cn1c2ccccc2c2nc3n(c(=O)c21)CCS3)Nc1ccccc1C(F)(F)F,-7,0,-4,-6,5,-3,-1,4,-1
Cc1ccc(C(=O)NNC(=O)C(C)Oc2ccc3ccccc3c2)o1 (configuration not stated),-8,-7,-1,-4,-9,-4,1,0,8
Cc1nc(SCC(=O)NC2CCS(=O)(=O)C2)c2c3c(sc2n1)CCC3 (configuration not stated),7,3,nt,nt,39,nt,7,9,nt
COc1ccc(C2N(C(=O)CN3CCCC3)CCCN2S(=O)(=O)c2ccccc2)cc1 (configuration not stated),6,5,1,-9,-9,-7,1,5,15
CC(C)Oc1ccc(C(CC(=O)O)NC(=O)C(Sc2ccccc2)c2ccccc2)cc1 (configuration not stated),1,nt,-2,-1,-6,1,2,nt,1
CCOC(=O)NC(=O)/C(C#N)=C\c1ccccc1,-2,3,-4,3,-4,-2,1,-7,3
CNC(=S)NC(CC(=O)OC)c1ccc2c(c1)OCO2 (configuration not stated),1,7,1,1,8,0,2,2,8
COC(=O)C1=C(C)Nc2ncnn2C1c1cccnc1 (configuration not stated),-2,0,3,8,7,0,5,-2,-5
Fc1ccccc1/C=N/n1c(C2CCCCC2)n[nH]c1=S,1,2,-3,1,7,1,8,10,5
CN(NS(=O)(=O)c1ccccc1)c1nc2ccccc2nc1C(F)(F)F,5,1,-4,-2,-12,11,2,0,-1
Cc1cc(OC(C(=O)O)c2ccccc2)c2c(C)c(Cc3ccccc3)c(=O)oc2c1 (configuration not stated),0,12,-3,-8,-4,6,5,6,-50
COc1ccc2c(=O)c(C(=O)O)c(-c3ccc4c(c3)OCO4)n(C)c2c1,-1,8,-7,-11,1,2,-3,-2,4
O=C(NC1CCN(Cc2ccccc2)CC1)c1ccc(CS(=O)c2ccc(F)cc2)o1 (configuration not stated),0,3,-4,-9,4,-3,4,1,-3
CN(C)c1ccc2c3c(ccc(N(C)C)c13)C(=O)OC2,0,nt,3,5,0,1,7,nt,7
COc1ccc(-c2ccc([C@H]3[C@H]4C=CC[C@@H](C)[C@@H]4C(=O)N3Cc3ccccc3)c(F)c2)cc1,-1,-8,-2,-5,3,-2,-2,6,-3
Cc1ccc(S(=O)(=O)Nc2ccc(-c3nc4ccc(C)cc4s3)cc2)cc1,1,-2,-9,-33,-41,2,26*,-7,2
COc1ccc(-c2cc(=O)n(-c3ccc([N+](=O)[O-])cc3)[nH]2)cc1,36*,13,-9,4,8,20,1,5,53*
O=C(COC(=O)c1ccccc1C(=O)N1CCN(c2ccccc2)CC1)Nc1ccc(F)cc1,0,-1,1,5,12,1,5,2,-1
N#CCCN=C(NS(=O)(=O)c1ccccc1)c1ccccc1,4,5,-4,-1,8,-8,4,2,18
CCCCn1c(CCC)nc([N+](=O)[O-])c1Sc1ccc(Cl)cn1,-26,6,-7,-12,-258,-19,-10,2,6
CCn1cc(S(=O)(=O)NCc2ccccc2Br)cn1,-2,7,3,0,3,9,8,6,5
COc1cc(C(=O)Nc2ccc3c(c2)Cc2ccccc2-3)cc(OC)c1OC,-5,3,-3,-4,8,2,-3,-2,2
COc1cccc(C(=O)/C=C/Nc2ccc(NC(C)=O)cc2)c1,-3,9,0,-1,2,6,7,-1,2
CC(=NNC(=O)COc1cccc(C)c1)c1cccnc1,-7,7,nt,nt,13,nt,4,0,nt
COC(=O)C1=C[C@@H](C(=O)OC)[C@@H]2C3=C(C(=O)[C@@]2(C)NC(=O)c2ccccc2)[C@H](c2ccccc2)[C@@H]2C(=O)NC(=O)[C@@H]2[C@@H]3C1,5,8,0,0,4,-4,5,3,0
Cc1ccc(NC(=O)c2cc(C)nc3ccccc23)c(Br)c1,-5,-5,1,1,12,-9,1,-6,2

Next section:
smiles,PAD4 inh,PAFAH1B3 inh,LYPLA1 counter,LYPLA2 counter,PREPL inh,PME-1 primary,pPAFAH inh,PAFAH1B2 FP inh,GSTO1 inh
C/C(=N\Nc1c(Cl)c(Cl)nc(C(=O)O)c1Cl)c1ccc(O)cc1,-3,-8,-4,-7,-1,2,5,7,5
CC(=O)Nc1ccc(NC(=O)COC(=O)C2CCCCC2)cc1,-4,9,nt,nt,8,nt,4,7,nt
COc1ccc(/C=C2\CCCCC2=O)cc1,-1,8,1,-2,-8,-3,2,5,-7
CC(C)C(=O)Nc1nnc(SCC(=O)NC2CC2)s1,-5,4,0,6,10,-2,-2,-3,-2
COc1ccc(C)cc1N(C(=O)c1ccccc1)c1nc2ccccc2s1,-2,8,-2,-5,-1,-1,5,3,-1
Cc1nnc(N2C(=O)c3ccc(Br)cc3C2=O)s1,-6,11,2,-5,9,-5,-2,1,-4
O=C1NC2(CCCCC2)C(=O)N1/N=C/c1ccccc1Br,1,14,-2,3,4,-5,4,8,13
O=C(Nc1ccccc1N1CCOCC1)C1CCN(S(=O)(=O)c2cccc(C(F)(F)F)c2)CC1,-2,9,-6,-2,8,5,2,1,3
CCN(C(=O)c1ccnn1C)c1ccccc1,-1,3,1,1,1,6,2,1,4
COc1ccc(/C=N/N=C2/NC(=O)C(c3ccccc3)S2)c(OC)c1 (configuration not stated),-5,6,0,-2,-1,3,6,5,5
CCSC(=O)NC1CCCCC1,1,nt,0,2,3,-6,5,nt,-4

Not all compounds are listed. The share of hits here may be higher or lower than overall.
